High-throughput results from PubChem.
AID2073: inhibitors of Mint1-CaV2.2 protein interaction, biochemical, HTRF (AID 2073) | HTRF protein-protein interaction, Mint1-CaV2.2; higher % means a stronger effect | Voltage-dependent N-type calcium channel subunit alpha-1B (Homo sapiens) | hit rate 0.19% among 290,000 | inhibition, % at 20 µM, or IC50 in µM where a hit was titrated; in the data active = inhibition mostly above about 51%, no sharp cut-off; note: some results filed as inactive read as strong as hits
LYP inhibition: inhibitors of LYP phosphatase, biochemical, fluorescence intensity, uHTS (AID 1779); Tyrosine-protein phosphatase non-receptor type 22 (Homo sapiens); recombinant LYP phosphatase, fluorescence intensity; higher % means a stronger effect; one-dose inhibition, % at 11.5 µM; IC50 in µM for titrated hits; hit rate 0.054% among 290,000;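 note: plate controls were vehicle with enzyme for no effect and no enzyme for full effect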
HEK293 NOD2/NF-kB: NOD2 signaling inhibitors, cell-based, luminescence, uHTS, HEK293 (AID 1566); HEK293 NOD2/NF-kB luciferase reporter, luminescence; higher % means a stronger effect; inhibition, % at 4 µM, or EC50 in µM where a hit was titrated; hit rate 0.63% among 290,000; note: many of its hits are not listed in these tables
Lipid droplet: inhibitors of hepatocyte lipid droplet formation, primary screen, imaging, high-throughput imaging, BODIPY stain | AML12 mouse hepatocytes, oleate lipid droplets | inhibition, % at 6.5 µM | hit rate 0.4% among 240,000 | AID 1656, 2009;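 active = lipid droplet intensity inhibited by at least 50%, with more than 500 cells counted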
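Assay system: AML12 hepatocytes (mouse); Probe or stimulus: oleic acid at 100 µM to induce lipid droplet formation; Dosing: compound at 6.5 µM only; Schedule: compound with oleate, overnight; Detection: fluorescence imaging, 20x objective, two fields per well; Measure: % inhibition of lipid droplet signal.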
Myeloid diff MLP: induction of myeloid progenitor differentiation, primary screen, cell-based, flow cytometry, MLPCN library. ER-HoxA9 myeloid progenitors, lysozyme-GFP differentiation. hit rate 1% among 360,000. calls only at 10 µM. AID 624256, 2012;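 active = normalized GFP-positive differentiation at or above the plate's own cutoff, the solvent-only control mean plus 3 SD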;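 note: cells exposed to compound for four days before flow analysis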
Siah-1 displacement: Siah-1 peptide-binding antagonists, primary screen, biochemical, fluorescence polarization, rhodamine-plectin, uHTS (AID 1817). hit rate 0.02% among 290,000. Siah-1 / rhodamine-plectin peptide fluorescence polarization; higher % means a stronger effect. one-dose displacement, % at 20 µM; IC50 in µM for titrated hits. E3 ubiquitin-protein ligase SIAH1 (Homo sapiens);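 active = displacement of at least 50% at 20 µM, with a fluorescence ratio check between 0.3 and a set limit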;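 note: plate controls were Siah plus tracer with DMSO for no effect and tracer alone without Siah for full effect; strong numbers were not always called active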
NS5 inhibitors: Dengue-2 NS5 methyltransferase inhibitors, primary screen, biochemical, confirmation dose response (AID 588689). Genome polyprotein (Dengue virus type 2 (strain 16681-PDK53)). Dengue-2 NS5 methyltransferase capping enzyme assay, biochemical; higher % means a stronger effect. inhibition, % at 25 µM, or IC50 in µM where a hit was titrated. hit rate 0.3% among 340,000; in the data active = a potency from the dose series
XIAP antagonists: XIAP antagonists, biochemical, IAP family, fluorescence polarization (AID 1018). one-dose displacement, % at 20 µM; IC50 in µM for titrated hits. hit rate 0.007% among 200,000. E3 ubiquitin-protein ligase XIAP (Homo sapiens). XIAP BIR domain, fluorescence polarization peptide displacement; higher % means a stronger effect; in the data active = displacement above about 50%; note: a part of the inactive calls stands beside numbers as strong as those of hits
HIV fusion peptide: inhibitors of HIV fusion peptide binding, primary screen, biochemical, uHTS, fluorescence dequenching (AID 1986) | cell-free peptide binding, fluorescence dequenching, 30 min; higher % means a stronger effect | inhibition, % at 20 µM, or IC50 in µM where a hit was titrated | hit rate 0.3% among 290,000; in the data active = inhibition mostly above about 52%, no sharp cut-off; inactive = mostly below about 76%; note: some results filed as inactive read as strong as hits
Lipid droplet cells 6.5 µM: recorded beside Lipid droplet, whose call it bears; cell count; measured here: cell count, cytotoxicity flag;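 cells counted across two imaged fields per well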
NS5 inhibitors pilot replicate: further read-out of NS5 inhibitors, marked with its call; inhibition, %; measured here: pilot screen replicate inhibition
Myeloid diff MLP GFP+ MAC1+ %: further read-out of Myeloid diff MLP, marked with its call; GFP+ MAC1+ double positive, %; measured here: differentiation confirmed by MAC1 staining
An asterisk follows results filed as active; i = inactive; . = no result given. Cut-off read from the data, not from the text of the source, unless noted: active = inhibition above about 50%; inactive = the rest. These rows are one share of the data, so the mix of outcomes need not match the whole.

SMILES	AID2073	LYP inhibition	HEK293 NOD2/NF-kB	Lipid droplet	Lipid droplet cells 6.5 µM	Myeloid diff MLP	Myeloid diff MLP GFP+ MAC1+ %	Siah-1 displacement	NS5 inhibitors	XIAP antagonists	HIV fusion peptide	others
CC1(C)CCCC2=C1CC1C(=O)N(Cc3cccnc3)C(=O)C1C2 (configuration not stated)	-4.4%	-3.3%	19.6%	.	.	i	0.7	1.7%	1.6%	1.0%	1.5%
CNn1cnc2ccsc2c1=O	5.7%	-2.9%	-13.8%	-0.5	733	i	0.1	-2.3%	-0.8%	.	-0.3%
CC(C)CCNC(=O)c1ccc(-c2ccccc2)cc1	-0.8%	-6.0%	-56.5%	-12.1	653	.	.	-1.8%	.	1.7%	-0.3%
CCOC(=O)c1c(-c2ccccc2)csc1NC(=O)c1ccc(S(=O)(=O)N2CCOCC2)cc1	17.6%	-7.3%	10.4%	5.0	625	i	0.4	2.7%	-4.4%	-1.1%	-1.3%
COCCN(C(=S)Nc1ccc(C)cc1C)C(C)c1ccco1 (configuration not stated)	-8.7%	-3.8%	-8.1%	11.0	715	i	0.5	-5.2%	-8.5%	-0.4%	0.4%
CN(Cc1nc2ccccc2c(=O)[nH]1)CC(O)COCc1ccco1 (configuration not stated)	17.3%	0.4%	13.0%	-1.9	617	i	1.7	2.3%	-14.1%	0.5%	1.9%
CC(C)N(C1=CC(=O)OC12CCCCC2)C(C)C	-13.7%	0.6%	19.5%	1.1	776	i	0.5	4.3%	6.9%	.	0.9%
COc1ccc(CSc2nnc(-c3ccncc3)n2C)cc1F	7.3%	-7.8%	4.5%	6.4	829	i	1.0	1.6%	-2.0%	.	-3.4%
CC(=O)C1=C(O)C(=O)N(c2ccc(Br)cc2)C1c1ccc(Cl)cc1 (configuration not stated)	20.7%	-7.0%	-48.7%	11.3	829	i	0.4	14.2%	4.0%	.	20.5%
COc1ccc(NC(=O)CN2C(=O)C(c3ccccc3)=NC23CCCCCC3)cc1	3.7%	1.2%	-4.4%	-27.1	499	i	0.4	-0.7%	-12.3%	2.2%	-1.1%
O=C(c1cccc(F)c1)N1CCCC(C(=O)N2CCCCCC2)C1 (configuration not stated)	-6.7%	-2.9%	-2.0%	-14.6	806	i	0.6	-1.1%	-7.2%	.	1.3%
C=CCOc1ccc(C2C(C#N)=C(N)N(N(C)C)C3=C2C(=O)CCC3)cc1 (configuration not stated)	7.0%	-8.4%	-5.3%	-0.6	843	i	0.4	1.6%	1.3%	.	-0.2%
CCN(CC)S(=O)(=O)c1ccc2nc(CSc3nnnn3-c3ccc(O)cc3)[nH]c2c1	14.5%	-8.3%	-8.3%	.	.	i	1.1	-0.8%	-7.8%	-8.9%	0.4%
CCN(CC)S(=O)(=O)c1cccc(-c2cn3cccnc3n2)c1	24.4%	-20.5%	33.4%	1.5	684	i	0.3	2.0%	0.0%	.	0.9%
Cc1ccc(NC(=O)CN(c2cc(C)cc(C)c2)S(=O)(=O)c2c(C)noc2C)nc1	-5.9%	-0.8%	-4.0%	.	.	i	1.2	-4.6%	3.7%	-0.8%	-0.6%
Cc1ccnc(SCC(=O)N2CCc3ccccc3C2)n1	18.9%	-6.1%	5.7%	0.0	729	i	0.1	-2.1%	-8.1%	-6.3%	-0.8%
COc1ccccc1NC(=O)C[n+]1ccccc1	8.5%	-2.1%	10.0%	-10.2	546	i	0.3	-0.4%	-0.7%	-5.2%	-1.1%
O=C(CSc1nc(CCC2CCCC2)nc2ccccc12)NCc1ccc2c(c1)OCO2	11.0%	-8.9%	-28.0%	-33.0	537	i	0.6	5.9%	0.9%	-13.5%	-0.2%
Cc1cc(C)c(NC(=O)CSc2nnc(SCC(=O)Nc3c(C)cc(C)cc3C)n2N)c(C)c1	6.5%	-5.7%	4.7%	-3.1	731	i	0.8	2.2%	-3.8%	-7.1%	0.9%
O=C(NCCO)/C(=C\c1ccco1)NC(=O)c1ccco1	-4.3%	-9.7%	5.8%	16.4	848	i	0.6	5.7%	0.6%	.	0.4%
Cc1ccc2nc(-c3ccncc3)cc(C(=O)Nc3ccc(OC(F)F)cc3)c2c1	30.4%	0.1%	-44.5%	-38.3	665	i	0.3	16.8%	-2.3%	-4.7%	4.1%
COc1ccc(/C=C2/C(=N)N3C(=NC2=O)Sc2cc(S(C)(=O)=O)ccc23)cc1OC	16.3%	0.4%	26.7%	22.0	695	.	.	7.9%	.	.	16.9%
Cc1c2cnn(CC(=O)O)c(=O)c2c(C)n1Cc1ccccc1	-2.9%	-3.1%	11.9%	.	.	i	1.6	-2.7%	-0.7%	-2.4%	5.9%
CNCCOc1ccccc1-c1ccccc1	5.0%	-2.1%	19.6%	9.9	780	i	1.4	-1.5%	6.6%	-3.6%	0.8%
COc1ccccc1N1CC(C)(C)C(=O)N(C(=O)c2ccc(C)cc2)C1=S	27.6%	-4.5%	-81.6%	19.8	691	i	0.4	-2.0%	-4.6%	.	-1.9%
Next part:
SMILES	AID2073	LYP inhibition	HEK293 NOD2/NF-kB	Lipid droplet	Lipid droplet cells 6.5 µM	Myeloid diff MLP	Myeloid diff MLP GFP+ MAC1+ %	Siah-1 displacement	NS5 inhibitors	XIAP antagonists	HIV fusion peptide	others
O=C(O)c1ccc(NC(=O)C2(c3ccccc3)CCOCC2)cc1	6.2%	-4.0%	3.7%	1.0	707	i	0.7	-1.6%	-9.7%	-2.3%	1.0%
CCOc1ccc(NS(=O)(=O)c2ccc(C)c(C(=O)NCCCn3ccnc3)c2)cc1	-6.6%	-5.5%	0.4%	1.2	652	i	0.6	-6.7%	0.7%	-8.8%	-1.2%
Cc1ccccc1N1CC(C(=O)N2CC(C)OC(C)C2)CC1=O (configuration not stated)	9.3%	-3.1%	0.2%	-3.9	806	i	1.2	1.4%	-5.3%	.	-1.9%
COc1ccc(NC(=O)Cn2c(=O)c(C)nc3ccccc32)cc1Cl	-3.6%	0.2%	14.2%	2.7	717	i	0.8	2.5%	2.9%	.	-1.5%
Cc1ccc(CNC(=O)CCn2cc(-c3ccc(C)cc3)nc2-c2ccncc2)cc1	13.1%	-8.7%	12.6%	1.2	787	i	1.2	13.5%	-5.6%	.	0.9%
CCN(CC)C(=O)CSc1nc(O)cc(=O)n1-c1ccccc1OC	0.3%	-4.5%	-4.5%	.	.	i	4.3	-4.8%	2.4%	-7.4%	0.3%
CNc1cc(C(F)(F)F)nc(-c2ccccn2)n1	-1.2%	5.1%	5.5%	8.2	684	i	1.8	-1.2%	-0.7%	-8.0%	1.7%	NS5 inhibitors pilot replicate=2.3
CCOc1ccccc1NC(=O)CN(Cc1ccccc1)S(C)(=O)=O	-10.1%	-12.0%	-19.7%	-3.1	686	i	7.2	2.2%	-5.5%	-4.0%	-1.4%
Cn1ccsc1=NC(=O)c1ccc(Cl)cc1	-0.6%	-5.6%	-56.8%	7.7	699	i	0.2	9.4%	2.9%	-2.8%	-0.5%
O=S(=O)(Nc1ccc(-c2cn3c(n2)SCC3)cc1)c1cccs1	33.8%	-5.0%	-2.5%	1.4	726	i	0.4	5.8%	-2.7%	-4.8%	1.0%
Cc1cc(C)n(-c2ccc(NC(=O)C3CCN(Cc4cnc(C)s4)CC3)cc2)n1	6.6%	-6.7%	6.2%	-2.0	830	i	1.1	11.5%	-2.7%	.	1.5%
CCOc1ccc(NC(=O)c2ccccc2C(=O)c2ccccc2)cc1OCC	2.6%	-4.6%	16.8%	1.1	795	i	0.9	6.4%	-7.8%	.	0.7%
COc1ccc(/C=C/C(=O)NC(=S)Nc2ccc(S(=O)(=O)N=C(N)N)cc2)cc1OC	4.65µM*	-11.8%	14.2%	45.3	808	i	0.6	0.6%	-1.3%	.	0.4%
CCN(CC)CCC#CC1(O)c2ccccc2-c2ccccc21	3.5%	-3.8%	-2.3%	12.2	885	i	1.3	-1.3%	5.8%	.	0.9%
O=[N+]([O-])c1ccc(Cl)c(/C=N/N2CCN(Cc3ccc(Cl)cc3)CC2)c1	-18.0%	2.1%	4.3%	-6.7	725	i	0.8	-3.2%	-3.4%	-2.2%	0.2%	NS5 inhibitors pilot replicate=1.4
Cc1nnsc1C(=O)NC1CCCc2c1cnn2-c1cc(F)cc(F)c1 (configuration not stated)	7.0%	-8.1%	21.9%	-2.0	676	i	0.7	-3.7%	0.7%	.	0.2%
COc1ccc(C)cc1Nc1nc(C)nc2c1oc1ccccc12	19.1%	-15.5%	24.6%	10.1	750	i	0.6	7.6%	-2.6%	.	2.9%
CC(=O)Nc1ccc(S(=O)(=O)N2CCC(NC(=O)c3ccco3)CC2)cc1	7.8%	-0.6%	-3.8%	41.3	655	i	0.6	3.8%	-10.7%	-4.9%	-1.0%
O=C(CCCSc1nnc(SCCCC(=O)c2ccc(F)cc2)s1)c1ccc(F)cc1	-3.7%	-16.5%	-5.4%	.	.	i	11.9	-0.8%	-3.5%	-3.8%	0.9%
Cn1c(Nc2ccccc2)cc(=O)n(C)c1=O	3.4%	-10.7%	-8.0%	2.7	795	i	0.5	-2.3%	-3.9%	.	0.2%

Pulled by compound from the entries so far (seven):
SMILES	AID2073	LYP inhibition	HEK293 NOD2/NF-kB	Lipid droplet	Lipid droplet cells 6.5 µM	Myeloid diff MLP	Myeloid diff MLP GFP+ MAC1+ %	Siah-1 displacement	NS5 inhibitors	XIAP antagonists	HIV fusion peptide	others
CC(=O)C1=C(O)C(=O)N(c2ccc(Br)cc2)C1c1ccc(Cl)cc1 (configuration not stated)	20.7%	-7.0%	-48.7%	11.3	829	i	0.4	14.2%	4.0%	.	20.5%
COc1ccc(C)cc1Nc1nc(C)nc2c1oc1ccccc12	19.1%	-15.5%	24.6%	10.1	750	i	0.6	7.6%	-2.6%	.	2.9%
COc1ccccc1NC(=O)C[n+]1ccccc1	8.5%	-2.1%	10.0%	-10.2	546	i	0.3	-0.4%	-0.7%	-5.2%	-1.1%
CCOc1ccc(NS(=O)(=O)c2ccc(C)c(C(=O)NCCCn3ccnc3)c2)cc1	-6.6%	-5.5%	0.4%	1.2	652	i	0.6	-6.7%	0.7%	-8.8%	-1.2%
CCN(CC)CCC#CC1(O)c2ccccc2-c2ccccc21	3.5%	-3.8%	-2.3%	12.2	885	i	1.3	-1.3%	5.8%	.	0.9%
CNc1cc(C(F)(F)F)nc(-c2ccccn2)n1	-1.2%	5.1%	5.5%	8.2	684	i	1.8	-1.2%	-0.7%	-8.0%	1.7%	NS5 inhibitors pilot replicate=2.3
COc1ccc(NC(=O)CN2C(=O)C(c3ccccc3)=NC23CCCCCC3)cc1	3.7%	1.2%	-4.4%	-27.1	499	i	0.4	-0.7%	-12.3%	2.2%	-1.1%
